# Screens deposited in PubChem BioAssay by Center for Chemical Genomics, University of Michigan.
# Dicer inh: inhibitors of human Dicer processing of pre-microRNA. Q9UPY3. cat-ELCCA pre-miR-21 Dicer processing, chemiluminescence; stronger effect = higher value. z-score at 25 µM. hit rate 6% among 47,000; in the data active = z-score above about 3, passing the limit was not always enough;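 note: plate controls were vehicle for no effect and no enzyme for full effect; higher signal means more uncleaved substrate so more Dicer inhibition; strong numbers were not always called active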
# Starred values were filed as active, the others as inactive; & = joins results of further samples. This is a subset; the hit share may differ from the screen's.
compound,Dicer inh
Cc1nc(-c2ccccc2)nc(OC(=O)N(C)C)c1Oc1ccc(Cl)cc1Cl,-0.15
S=C(Nc1ccc(Cl)cc1Cl)N1CCCC1c1cccnc1 (stereo unspecified),-0.68
Fc1ccc(C(OCCN2CCN(CCCc3ccccc3)CC2)c2ccc(F)cc2)cc1,1.2&0.22
CNC(=O)O/N=C/C(=O)c1ccc(Cl)cc1,-0.86
CSc1ccc(CN2CCN(Cc3cccc(Cl)c3)CC2)cc1,1.1
Cc1nc2cc(Cl)ccc2c(=O)n1-c1ccncc1,0.28
CCSCc1cc(OC(=O)N(C)C)nc(-c2ccc(C(F)(F)F)cc2)n1,0.8
COc1cc2c3c(c1OC)-c1cc(O)ccc1CC3NCC2 (stereo unspecified),0.42
CCOC(=O)C1=C(c2ccccc2)OC(N)=C(C#N)C12C(=O)Nc1ccccc12 (stereo unspecified),2.1
CC(C)CC(N(C)C)C1(c2ccc(Cl)cc2)CCC1 (stereo unspecified),-0.5
CC(O)(CS(=O)(=O)c1ccc(F)cc1)C(=O)Nc1ccc(C#N)c(C(F)(F)F)c1 (stereo unspecified),0.92&1
FC(F)(F)c1ccc(NC2=NCCCS2)cc1,-0.1
Cc1ccc(-n2c(C)nc3ccccc3c2=O)cc1,-1.1
CN(C)Cc1ccccc1OC(=O)N(C)C,1.3
O=C1NC(=O)C(O)(c2c[nH]c3ccccc23)C(=O)N1,1.1
CC1CCC(NCCc2ccc3c(c2)OCO3)CC1 (stereo unspecified),2.7
COc1cc(CNCCc2ccc(OC)c(OC)c2)cc(OC)c1,-0.33
C[C@]12CCC(=O)C=C1CC[C@@H]1[C@@H]2C(=O)C[C@]2(C)C(=O)CC[C@@H]12,0.41
O=C(CNC1CCCCC1)c1ccc(O)c(O)c1,10*
O=C(c1ccco1)c1cn(Cc2ccccc2Cl)c2ccccc12,-0.32

# (cont.)
compound,Dicer inh
C=C(C)[C@H]1Cc2c(ccc3c2O[C@@H]2COc4cc(OC)c(OC)cc4[C@@H]2C3=O)O1,-0.03
NCC(O)c1ccc(O)cc1 (stereo unspecified),3.9
COC(=O)C(O)(c1ccc(NC(=O)Oc2ccccc2)cc1)C(F)(F)F (stereo unspecified),-0.6
CCCCCOc1ccc(C2SCC(=O)Nc3c2c(=O)[nH]n3C2CCOC(C)(C)C2)cc1 (stereo unspecified),-1.4
CCC1C(C#N)=C(N)Oc2c1c(=O)oc1ccccc21 (stereo unspecified),-0.66
O=C(Nc1ccccc1)Oc1ccccc1,2.7
CCC1(CC)C(=O)C=CNC1=O,40
C[N+]1(C)CCOC(O)(c2ccc(-c3ccc(C4(O)C[N+](C)(C)CCO4)cc3)cc2)C1 (stereo unspecified),1.6&0.27
CCC(C)n1[nH]c(=O)c2c1NC(=O)CSC2c1ccc(OC(C)C)cc1 (stereo unspecified),-0.71
CCCN(CCC)[C@@H]1CCc2ccc(O)cc2C1,1.6
O=c1c2ccccc2nc(/C=C/c2ccc([N+](=O)[O-])o2)n1-c1ccccc1Cl,-0.34
Cc1[nH]c2ccc(O)cc2c1CCN,-0.35
CCOC(=O)C1=C(N)OC(C)=C(C(C)=O)C12C(=O)Nc1ccccc12 (stereo unspecified),-0.68
CNC(=O)O/N=C(\N)Cc1csc2ccc(Cl)cc12,-1.5
O=c1c2ccccc2nc(CNc2ccccc2)n1-c1ccccc1,2.7
CN1[C@H]2C[C@H](OC(=O)[C@H](CO)c3ccccc3)C[C@@H]1[C@@H](O)C2,0.7
CNCCc1c[nH]c2ccc(O)cc12,0.49
CC/C(=C/c1ccc(OC)c(OCc2ccccc2)c1)[N+](=O)[O-],0.66
Cc1ccc(NC2=NCC(C)S2)c(C)c1 (stereo unspecified),-0.14
CC(C)(O)[C@@H]1[C@H]2OC(=O)[C@@H]1[C@]1(O)C[C@H]3O[C@]34C(=O)O[C@H]2[C@]14C (tested in a mixture with another compound),-0.36

# (next part)
compound,Dicer inh
CC1(C)CC(n2[nH]c(=O)c3c2NC(=O)CSC3c2ccc(Cl)cc2)CCO1 (stereo unspecified),0.28
O=C1Nc2ccc(Cl)cc2C(c2cccc(O)c2)=NC1O (stereo unspecified),1.4
CC(=O)OC1CCC2C3CCC4CCC(=O)CC4(C)C3CCC12C (stereo unspecified),-2.1
c1ccc2sc(Cc3cn4ccccc4n3)nc2c1,0.03
C=CCSc1nc2cccc(F)c2c(=O)n1-c1ccc(C)c(C)c1,-0.47
Cc1ccc(C)c(N2CCNCC2)c1,0.65
Clc1cccc(CN2CCN(Cc3ccc4c(c3)OCO4)CC2)c1,-0.43
FC(F)(F)c1ccc(N2CCNCC2)nc1,-0.41
COc1ccc2[nH]cc(CCN(C)C)c2c1,-0.89
O=C1CC(=O)N(c2ccccc2)C(=O)N1c1ccccc1,0.07
Clc1ccc(C2NN=C3C4CCN(CC4)C32)cc1Cl (stereo unspecified),0.36
O[C@H]1CC2CCC1N(Cc1ccccc1)C2 (stereo partly specified),-0.26
Cc1ccc2[nH]c(=S)n(-c3ccc(Br)c(C)c3)c(=O)c2c1,1.7
Cc1cc(NC(=O)C(Cl)(Cl)Cl)ccc1Br,1
O=C(NNS(=O)(=O)c1ccc(C(F)(F)F)cc1)C1(O)CN2CCC1CC2 (stereo unspecified),0.82
CN1C(=O)C(=Cc2ccccc2)C(=O)N(C)C1=O,-1.9
N#CC1=C(N)Oc2c(c(=O)oc3ccccc23)C1c1cccnc1 (stereo unspecified),-1.2
N#Cc1ccc(N2CCN(C(=O)COc3ccc4[nH]cc(CCN)c4c3)CC2)cc1,-0.78
N#CC(C#N)=NNc1c(Cl)cc(C(F)(F)F)cc1Cl,-0.79
CCOC(=O)C(O)(c1ccc(NC(=O)NC)cc1)C(F)(F)F (stereo unspecified),0

# The closing 6 compounds of the section before open the next one.
compound,Dicer inh
O=C(NNS(=O)(=O)c1ccc(C(F)(F)F)cc1)C1(O)CN2CCC1CC2 (stereo unspecified),0.82
CN1C(=O)C(=Cc2ccccc2)C(=O)N(C)C1=O,-1.9
N#CC1=C(N)Oc2c(c(=O)oc3ccccc23)C1c1cccnc1 (stereo unspecified),-1.2
N#Cc1ccc(N2CCN(C(=O)COc3ccc4[nH]cc(CCN)c4c3)CC2)cc1,-0.78
N#CC(C#N)=NNc1c(Cl)cc(C(F)(F)F)cc1Cl,-0.79
CCOC(=O)C(O)(c1ccc(NC(=O)NC)cc1)C(F)(F)F (stereo unspecified),0
O=[N+]([O-])c1cccnc1N1CCN(CCO)CC1,-0.21
CC1CN=C(Nc2ccccc2F)S1 (stereo unspecified),-1.4
COc1cc(OC)c(C=C2C(=O)NC(=S)NC2=O)c(OC)c1,-3.3
OC(c1ccccc1)(c1ccccc1)C1CCNCC1,0.78
C=CCCN1C(=O)CN=C(c2ccccc2)c2ccccc21,-0.62
NCCCNc1ccc([N+](=O)[O-])c2cccnc12,0.82
Cc1nc2ccccc2c(=O)n1-c1cc(F)c(F)cc1F,-0.79
NC1CC1c1ccccc1 (stereo unspecified),-0.36
COc1ccc(-n2c(/C=C/c3ccc([N+](=O)[O-])o3)nc3ccccc3c2=O)cc1,0.32
CC(=O)[C@H]1CC[C@H]2[C@@H]3CC[C@H]4C[C@](C)(O)CC[C@]4(C)[C@H]3CC[C@]12C,-1.2
CCCCCCn1c(N)c(C(=O)OCC)c2nc3ccccc3nc21,-2.6
C[N+](C)(C)CC#CCN1CCCC1=O,-1.1
C[C@H](N)Cc1cccc(C(F)(F)F)c1,-1.5
CSc1nc(-c2ccc(Cl)cc2)nn1C(=O)N(C)C,5.6
c1coc(CNCCc2c[nH]c3ccccc23)c1,-0.51
c1ccc(CCCN2CCN(CCOC(c3ccccc3)c3ccccc3)CC2)cc1,-3.2
CCC1C(c2ccccc2)NC(c2ccccc2)CC1(O)c1ccc(F)cc1 (stereo unspecified),-0.98
Cc1cccc(N2CCc3c2nc2ccccc2c3N)c1,5.5
CC(C)(C)c1o[nH]c(=O)c1CC(N)C(=O)O (stereo unspecified),-3.2
CCC(C)(C)C(=O)NC1CCSC1=O (stereo unspecified),-0.2

# Continued:
compound,Dicer inh
CCC(COC(=O)NC)NC(=O)Oc1ccccc1 (stereo unspecified),-0.18
CCC1(C(=O)c2ccc(C)cc2)C2c3cc(Br)ccc3OC(=O)C21C(=O)OC (stereo unspecified),0.29
Nc1ncnc2c1ncn2[C@@H]1O[C@H](COP(=O)(O)CP(=O)(O)OP(=O)(O)O)[C@H](O)C1O (stereo partly specified),-4.4
CC1CN=C(NCc2ccccc2)S1 (stereo unspecified),0.2
NCCc1c[nH]c2ccc(O)cc12,-0.95
COc1ccc(/C=C/[N+](=O)[O-])c(OC)c1,-0.45
COC(=O)C1=CCCN(C)C1,-0.89
N#CC1=C(SCc2ccccc2)SCNC1=O,-1.4
CN(C)C(=O)Oc1cc(OC(=O)N(C)C)cc(C(O)CNC(C)(C)C)c1 (stereo unspecified),0.4
Cc1cccnc1-n1c(-c2ccccc2)nc2ccccc2c1=O,0.05
C[C@@H](N)[C@@H](O)c1ccccc1,45
CNC(=O)Oc1cccc2cccnc12,0.15
CN(CCC#N)c1ccc(C=C2C(=O)NC(=S)NC2=O)cc1,-1.4
CCCN1CCC[C@@H]2Cc3nc(N)ncc3C[C@H]21,0.9
Cc1ncsc1CCCl,-0.36
CCN(CC)CCn1c(NCc2ccc(Cl)cc2)nc2ccccc21,2.7
Cc1ncc(CNC(=O)N(CCCl)N=O)c(N)n1,0.28
CC(Cc1ccc(O)cc1)NCC(O)c1cc(O)cc(O)c1 (stereo unspecified),8.3
O=C(O)Cc1cnc[nH]1,0.02
CCCCCCn1c2ccc(C(=O)O)cc2c2cc(C(=O)O)ccc21,0.95

# Going on with the list.
compound,Dicer inh
CCCN1CCc2cccc3c2[C@H]1Cc1ccc(O)c(O)c1-3,-0.47
OCCCNc1c2c(nc3ccccc13)CCCC2,-0.36
CN(C)C(=O)Oc1nnc(SCc2ccccc2)n1-c1cccc(Cl)c1,-0.56
Cc1cc([C@@H]2CCCN2C)on1,-0.62
CC(=O)c1ccc(Cl)c(-n2c(=S)[nH]c3ccccc3c2=O)c1,-0.99
c1ccc(C2(c3ccccc3)CC2C2=NCCN2)cc1 (stereo unspecified),0.44
CCOC(=O)c1ccc(Oc2coc3cc(OC(=O)N(C)C)ccc3c2=O)cc1,24
CNC(=O)O/N=C1\CC(C)(C)Cc2csc(SC)c21,2.6
C=CCSc1nnc(OC(=O)N(C)C)n1-c1cccc(C(F)(F)F)c1,0.96
Cc1cccc(NC(c2ccc(N(C)C)cc2)c2ccc3ccc(C)nc3c2O)n1 (stereo unspecified),2
CN1[C@@H]2CC[C@H]1CC(OC(=O)C1C=Nc3ccccc31)C2 (stereo partly specified),4
CNC(=O)Oc1ccc(NC2=C(C(=O)OC)CSC2)cc1,2.9
COc1ccc2c(c[n+](C)c3c4cc5c(cc4ccc23)OCO5)c1OC,0.33
COc1cccc(CNCCc2ccc3c(c2)OCO3)c1OC,1.1
Cc1cc(=O)oc2cc(OC(=O)N(C)C)c(Cl)cc12,3.6*
C[C@@H]1O[C@H](C[N+](C)(C)C)C[C@H]1O,-1.1
COc1ccc(CCNCc2ccc(OC)c(OC)c2)cc1OC,-3.6
CC(=O)OC1CCC2(C)C3C(=O)CC4(C)C(=O)CCC4C3CC[C@@]2(C)C1 (stereo partly specified),0.34
CC(=O)OCC(=O)[C@H]1CC[C@H]2[C@@H]3CC[C@H]4C[C@H](O)CC[C@]4(C)[C@H]3C(=O)C[C@]12C,-0.78
COc1cc(CNCCc2c[nH]c3ccccc23)cc(OC)c1,-0.3

# A different layout for four compounds above.
N#Cc1ccc(N2CCN(C(=O)COc3ccc4[nH]cc(CCN)c4c3)CC2)cc1
- Dicer inh = -0.78
CCCCCCn1c2ccc(C(=O)O)cc2c2cc(C(=O)O)ccc21
- Dicer inh = 0.95
O=[N+]([O-])c1cccnc1N1CCN(CCO)CC1
- Dicer inh = -0.21
CCSCc1cc(OC(=O)N(C)C)nc(-c2ccc(C(F)(F)F)cc2)n1
- Dicer inh = 0.8

# Next section.
compound,Dicer inh
CCc1c(C(=O)OC)c2cc(O)ccc2n1Cc1ccccc1,-0.36
CCC1(C)CC(=O)NC(=O)C1,1.8
Cc1ccc(S(=O)(=O)N[C@@H](CCCCN)C(=O)CCl)cc1,-0.21
COc1ccc(-n2c(=S)[nH]c3ccc(C)cc3c2=O)cc1,68
C[C@@]12N[C@@H](Cc3ccccc31)c1ccccc12,-0.27
C#CCSc1nc2ccccc2c(=O)n1-c1ccc(F)cc1,1.8
CSc1nc2ccc(C)cc2c(=O)n1-c1cccnc1,1.7
C=C1N2CCC(CC2)C1(O)c1ccc(C)cc1 (stereo unspecified),7.9
O=c1c2ccccc2nc(-c2cccs2)n1-c1ccc(Br)cc1,-0.56
CNC(=O)O/N=C(\N)Cc1csc2ccccc12,1.5
O=C(O)Cc1c(Cl)sc2ccc(Cl)cc12,-0.64
CC1=C(C(=O)Nc2ccccc2)S(=O)(=O)CCO1,1
COc1ccc(Oc2c(C)oc3cc(OC(=O)N(C)C)ccc3c2=O)cc1,0.84
CCOC(=O)C1=C(C)OC(N)=C(C#N)C12C(=O)Nc1ccccc12 (stereo unspecified),2.2
Fc1ccc(CNC2=NCCS2)cc1,-1.1
CC(=O)C1=NN(c2ccccc2)C2c3cccc4cccc(c34)C12 (stereo unspecified),2.8
CN(C)C(=O)Oc1nnc(SCc2ccc(Cl)cc2Cl)n1-c1cccc(Cl)c1,0.42
CN1C2CCC1CC(N=Cc1ccccc1)C2 (stereo unspecified),0.17
COc1ccc2c(c1)C13CCCC[C@@H]1C(C2)N(C)CC3 (stereo partly specified),0.07
CC(C)N(CCC(C(N)=O)(c1ccccc1)c1ccccn1)C(C)C (stereo unspecified),0.67&-2.8
CC(=O)OC1CN2CCC1CC2 (stereo unspecified),-0.26
Cc1cc(C(=O)Nc2ccc(C(C)(C)C)cc2)nn1C(C)(C)C,-0.53
CC1(C)S[C@@H]2[C@H](N)C(=O)N2[C@H]1C(=O)O,0.14

# A draw from above in order of length of the SMILES, falling.
compound,Dicer inh
C#CCSc1nc2ccccc2c(=O)n1-c1ccc(F)cc1,1.8
CN1C2CCC1CC(N=Cc1ccccc1)C2 (stereo unspecified),0.17
CCC1(C)CC(=O)NC(=O)C1,1.8
